Screening data from PubChem BioAssay.
aSyn tox rescue: rescues yeast growth from alpha-synuclein toxicity | S. cerevisiae alpha-synuclein toxicity rescue, BacTiter-Glo growth, 24 h | Potency, µM (doses to about 46.1 µM), for the others: at the top dose growth rescue (activation), hits mostly activators | 94,000 compounds, 0.02% hits; active = well fitted activation curve with a large enough effect; inconclusive = small, poorly fitted or top-dose-only effect; note: 0% is about no effect
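Growth restoration measured by BacTiter-Glo luminescence after 24 hr at 30 deg C; alpha-synuclein yeast, raffinose-pregrown to mid-log, were added at OD600=0.02 in galactose medium onto pinned compounds.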
* = called active by the depositor; ? = inconclusive; [ ] = remark or other dose. Potency is the fitted concentration of half-maximal effect. These rows are one share of the data (hit frequency here may not be typical).

A first look (14 entries):
SMILES	aSyn tox rescue
COc1ccc(CNC(=O)Cc2c(C)c3c(cc(C)c4c(C)c(C)oc43)oc2=O)cc1	-5%
COc1ccc(NC(=O)CN(C)C(=O)c2ccc(NS(=O)(=O)c3ccc(C)c([N+](=O)[O-])c3)cc2)cc1	9%
Cc1cccc(N(C)C(=O)CCS(=O)(=O)c2cc3c(cc2Cl)NC(=O)CO3)c1	7%
CC(/C=C1\SC(=S)N(NS(=O)(=O)c2ccccc2)C1=O)=C\c1ccccc1	0%
CCN(CC(=O)NCc1ccncc1)S(=O)(=O)c1ccccc1	7%
COc1cc(OC)cc(C(=O)Nc2nc(-c3nnn(-c4ccc(C)cc4)c3C)ns2)c1	-12%
COc1cc(OC)c(NC(=O)Cn2nc(C)n3cccc3c2=O)cc1Cl	1%
Cc1cc2n(n1)C(c1cc(C(C)(C)C)c(O)cc1O)Nc1ccccc1-2 (stereo unspecified)	4%
Cc1ccccc1CNS(=O)(=O)c1csc(C(N)=O)c1	-9%
COc1ccc(-c2ccc(NS(=O)(=O)c3ccc(F)c(C(F)(F)F)c3)cc2)nn1	?
Cc1ccccc1-c1ncc(CN2CCN(C3CCCCC3)C(CCO)C2)cn1 (stereo unspecified)	3%
CC(Sc1nnc2c(n1)[nH]c1ccccc12)C(=O)N(C)C1CCCCC1 (stereo unspecified)	-9%
Cc1ccc(-c2cc(C(=O)OCC(=O)c3ccccc3)c3cccc(Cl)c3n2)cc1	-9%
CCOc1ccc(CNC(=O)C2CCCN(S(=O)(=O)c3ccc4c(ccn4C)c3)C2)cc1 (stereo unspecified)	0%

All compounds of this part, previewed entries included:
SMILES	aSyn tox rescue
COc1ccc(CNC(=O)Cc2c(C)c3c(cc(C)c4c(C)c(C)oc43)oc2=O)cc1	-5%
COc1ccc(NC(=O)CN(C)C(=O)c2ccc(NS(=O)(=O)c3ccc(C)c([N+](=O)[O-])c3)cc2)cc1	9%
Cc1cccc(N(C)C(=O)CCS(=O)(=O)c2cc3c(cc2Cl)NC(=O)CO3)c1	7%
CC(/C=C1\SC(=S)N(NS(=O)(=O)c2ccccc2)C1=O)=C\c1ccccc1	0%
CCN(CC(=O)NCc1ccncc1)S(=O)(=O)c1ccccc1	7%
COc1cc(OC)cc(C(=O)Nc2nc(-c3nnn(-c4ccc(C)cc4)c3C)ns2)c1	-12%
COc1cc(OC)c(NC(=O)Cn2nc(C)n3cccc3c2=O)cc1Cl	1%
Cc1cc2n(n1)C(c1cc(C(C)(C)C)c(O)cc1O)Nc1ccccc1-2 (stereo unspecified)	4%
Cc1ccccc1CNS(=O)(=O)c1csc(C(N)=O)c1	-9%
COc1ccc(-c2ccc(NS(=O)(=O)c3ccc(F)c(C(F)(F)F)c3)cc2)nn1	?
Cc1ccccc1-c1ncc(CN2CCN(C3CCCCC3)C(CCO)C2)cn1 (stereo unspecified)	3%
CC(Sc1nnc2c(n1)[nH]c1ccccc12)C(=O)N(C)C1CCCCC1 (stereo unspecified)	-9%
Cc1ccc(-c2cc(C(=O)OCC(=O)c3ccccc3)c3cccc(Cl)c3n2)cc1	-9%
CCOc1ccc(CNC(=O)C2CCCN(S(=O)(=O)c3ccc4c(ccn4C)c3)C2)cc1 (stereo unspecified)	0%
CCOC(=O)C1CCN(C(=O)CS(=O)Cc2nc(-c3ccc(C)cc3)oc2C)CC1 (stereo unspecified)	-8%
CCC(=O)N1CCc2cc(S(=O)(=O)NC(Cc3ccccc3)C(=O)Nc3ccc(Cl)cc3)ccc21 (stereo unspecified)	-2%
CCOc1ccc(NC(=O)c2c(NC(=O)c3cccc(C)c3)sc3c2CCC3)cc1	-7%
CC(=O)[C@H]1CC[C@H]2[C@@H]3CC=C4C[C@@H](O)CC[C@]4(C)[C@H]3CC[C@]12C	-5%
O=C(CCn1c(=O)c2sccc2n(Cc2ccc(F)cc2)c1=O)NCc1ccc2c(c1)OCO2	5%
COCc1ccc(CN2CCCC(CO)(Cc3ccccc3C)C2)o1 (stereo unspecified)	7%
O=C(Cn1cnc2nc3c(cc2c1=O)CCCC3)N1CCN(c2cccc(C(F)(F)F)c2)CC1	3%
Cc1cccc(NC(=O)CSC2=Nc3ccccc3C3=NC(CC(=O)NCc4cccs4)C(=O)N23)c1 (stereo unspecified)	-4%
COc1ccc(NC(=O)COC(=O)c2ccc(Cl)c(S(N)(=O)=O)c2)c([N+](=O)[O-])c1	-1%
COc1cc2c(cc1OC)n(CC(=O)Nc1ccccc1)c(=O)n1nc(-c3ccccc3)nc21	7%
CCOC(=O)c1c(SCC(=O)Nc2cc(Cl)cc(Cl)c2)nc(=O)[nH]c1C	4%

(next part)
SMILES	aSyn tox rescue
O=C(c1ccc(-c2ccccc2)cc1)N1CCN(c2nc3ccccc3o2)CC1	5%
O=C(Nc1cccc(C(F)(F)F)c1)c1cc(-c2ccco2)on1	-8%
CCCS(=O)(=O)N1CCCC(C(=O)NCCOC)C1 (stereo unspecified)	0%
COc1ccc2c(c1)c(CC(=O)OC(C)C(=O)N(C)C)c(C)n2C(=O)c1ccc(Cl)cc1 (stereo unspecified)	1%
COc1ccc(NC(=O)CN(C)C(=O)C2CC(=O)N(CCc3ccc(OC)c(OC)c3)C2)cc1 (stereo unspecified)	7%
O=C(O)C1CC=CCC1C(=O)NCCc1csc(-c2ccccc2)n1 (stereo unspecified)	0%
COC(=O)C1=CN(Cc2ccc(OC)c(OC)c2)C=C(C(=O)OC)C1c1cccc(O)c1	8%
COc1cc(-c2nc3nc(C)cc(C)n3c2Nc2ccc(Cl)cc2)ccc1O	-10%
COc1ccc(-c2cc(C(F)(F)F)n3nc(C(=O)Nc4cccc(C(F)(F)F)c4)c(Br)c3n2)cc1	-8%
Cc1c(CCC(=O)O)c(=O)oc2cc3occ(C(C)(C)C)c3cc12	16%
Cc1ccc(-c2nc(CS(=O)(=O)CC(=O)Nc3cc(F)ccc3F)c(C)o2)cc1	-4%
CCn1c(NC(=O)/C=C/c2ccc(F)cc2)nc2ccccc21	-4%
COc1ccc(NC(=O)CSC2=Nc3ccccc3C3=NC(CCC(=O)NCc4cccs4)C(=O)N23)cc1 (stereo unspecified)	-9%
COc1ccc(OC)c(NC(=O)CN2CCc3ccccc3C2)c1	1%
Cc1ccc(-n2c(=O)c3cccnc3n2CC(=O)NCc2ccc(F)cc2)cc1C	27%
O=C(CN1CCN(Cc2ccccc2Cl)C1=O)NCc1cccnc1	2%
Nc1cc(S(=O)(=O)Nc2cc(Cl)ccc2Cl)ccc1N1CCOCC1	-6%
COc1ccccc1N1CCN(C(=O)CCCCn2c(=O)[nH]c3ccsc3c2=O)CC1	0%
COc1ccc(N(CC(=O)Nc2ccc(C)cn2)S(=O)(=O)c2c(C)nn(C)c2C)cc1	5%
CCCC(=O)Nc1c(-c2cccc(C)c2)c(=O)c2ccccc2n1C	-8%
COc1cccc(NC(=O)NC2CCN(Cc3nnnn3Cc3ccc4c(c3)OCO4)CC2)c1	-3%
CCCc1cc(=O)n2[nH]c(-c3ccc(C)cc3)nc2n1	-8%
CCc1ccc(C(=O)c2cn(CC(=O)Nc3ccc(F)cc3)c3cc4c(cc3c2=O)OCO4)cc1	-12%
Cc1cc(=O)n2nc(N3CCC(C(=O)NCc4ccccc4Cl)CC3)sc2n1	6%
CC1CCC2(CC1)NC(=O)N(Cc1cc(=O)n3ccsc3n1)C2=O (stereo unspecified)	7%

New compounds follow
SMILES	aSyn tox rescue
Cc1cccc(-n2c(SCC(=O)Nc3ccccc3C)nc3c(oc4ccccc43)c2=O)c1	6%
CCC(=O)N1CCCN(S(=O)(=O)c2ccc(C)cc2)C1c1ccc(OC)cc1 (stereo unspecified)	8%
CCOC(=O)C1CCN(c2c(C(=O)c3ccc(OCC)cc3)cnc3ccc(OC)cc23)CC1	-18%
CCN(C(=O)c1cc2c(=O)n3ccccc3nc2s1)C1CCCCC1	3%
CC(=O)N1CCc2cc(Br)cc(S(=O)(=O)N3CCC(C(=O)N(C)c4cc(C)ccc4C)CC3)c21	6%
O=C1OC(COCC#Cc2ccccc2)CN1c1ccccc1 (stereo unspecified)	6%
COC(=O)NCC(c1cccnc1)N1CCOCC1 (stereo unspecified)	-3%
NC(=S)n1[nH]c(-c2ccccc2)c(N=Nc2ccccc2C(=O)N2CCOCC2)c1=O	4%
COC(=O)c1ccc(NC(=O)N2CCc3c([nH]c4ccccc34)C2c2ccc(C)cc2)cc1 (stereo unspecified)	21%
Cc1ccc2cc(CN(C(=O)c3cccc(Cl)c3)c3ccccc3)c(=O)[nH]c2c1	2%
O=[N+]([O-])c1cc(S(=O)(=O)N2CCCC2)ccc1OCc1ccccc1	9%
CCCc1cc(=O)n2c(C(=O)Nc3ccc(OCC)cc3)c(C(=O)Nc3ccc(C)cc3)sc2n1	8%
O=C1N(c2ccccc2)C[C@@H]2C[C@@H](c3cc4ccccc4o3)N3CCC[C@@]123	-6%
COc1ccc(C2N(c3ccccc3)CCN2c2ccccc2)cc1O	-6%
Oc1ccc(N=Nc2cccc(Cl)c2)cc1C=Nc1ccc(N2CCOCC2)cc1	-29%
CCOC(=O)c1cccc(NC(=O)CCOc2ccccc2)c1	2%
O=C(c1ccc(CSc2nc3ccncc3n2Cc2ccccc2F)cc1)N1CCCCCC1	-5%
O=C(CSCc1nc2cccnc2n1C1CCCCC1)NCc1cccc(Cl)c1	-6%
CC(C)(C)c1nnc(N/N=C/c2ccc(O)cc2)n(N)c1=O	-2%
CCOc1cc(C(=O)NCCc2csc(-c3ccc(C)cc3)n2)cc(OCC)c1OCC	-3%
CC(C)=CCC/C(C)=C/COc1c2occc2cc2ccc(=O)oc12	-4%
CCn1c(CN2CCN(C)CC2)nc2cc(NC(=O)c3cc(OC)c(OC)c(OC)c3)ccc21	-5%
CCCCOC(=O)c1ccc(NC(=O)/C(C#N)=C/c2ccc(C)o2)cc1	7%
COc1cc(C2C(C(=O)Nc3ccccc3C)=C(C)Nc3nc(SCc4cc(C)ccc4C)nn32)ccc1O (stereo unspecified)	0%
CCOC(=O)c1cc(S(=O)(=O)NCc2ccc(OC)cc2)[nH]n1	4%

Next section:
SMILES	aSyn tox rescue
Cc1ccc(CCNC(=O)C2CCCN(Cc3nc(-c4cccc(Cl)c4)oc3C)C2)cc1 (stereo unspecified)	-12%
COc1ccc([N+](=O)[O-])cc1NC(=O)CCN1CCN(C)CC1	10%
CC1CN(c2ccc(NS(=O)(=O)c3ccccc3)cc2C(=O)O)CC(C)O1 (stereo unspecified)	-14%
O=C(Nc1ccc(N2CCC(N3CCCCC3)CC2)c(C(=O)O)c1)c1ccccc1	1%
Cc1ccc(Cl)cc1NC(=O)Nc1nnc(N(C)Cc2ccccc2)s1	-4%
COc1ccc(C(=O)Nc2cnc(NC(=O)c3cccs3)cc2C)cc1	-8%
Cc1ccc(C2(c3ccc(C)cc3)NC(=O)N(CC(N)=O)C2=O)cc1	9%
CC(C)c1cc(-c2nc(-c3ccccc3)no2)n[nH]1	-5%
COc1ccc(CCNC(=O)c2ccc(CS(=O)(=O)c3ccc(C)cc3)o2)cc1OC	-6%
CCOc1ccc(CCNC(=O)Cn2nnc(-c3ccccc3Cl)n2)cc1OCC	4%
C[C@H](CO)N1C[C@H](C)[C@@H](CN(C)S(=O)(=O)c2ccc(Cl)cc2)OCc2cnnn2CCCC1=O	6%
Fc1ccc2nc(C(F)(F)F)cc(N3CCOCC3)c2c1	-45%[inhibitor]
Cc1ccc(CNc2ccc(-c3nc(-c4cccnc4)no3)cc2[N+](=O)[O-])cc1	1%
CCOC(=O)c1c(NC(=O)/C=C/c2ccccc2)sc2c1CCCC2	6%
CC(=O)c1ccc(NC(=O)Nc2nnc(N3CCCC(C)C3)s2)cc1 (stereo unspecified)	-3%
CCOC(=O)N1CCc2c(sc(NCc3ccc(OC)c(Br)c3)c2C(=O)Nc2cc(OC)ccc2OC)C1	8%
CCOc1ccc(-c2nc(N)ncc2-c2ccccc2OC)c(O)c1	8%
COc1ccc(NC(=O)CCS(=O)(=O)c2cc3c4c(c2)CCN4C(=O)CC3)c(OC)c1	-4%
CC(C(=O)NCc1cccc(Br)c1)n1ncn2cccc2c1=O (stereo unspecified)	1%
CCOP(=O)(OCC)/C(=N/OC(=O)c1ccc(Cl)cc1Cl)C(N)=O	2%
Cc1ccc(NC(=O)CN2C(=O)COc3ccc(S(=O)(=O)NC4CCCC4)cc32)cc1Cl	0%
O=C(CSc1ncn[nH]1)NCc1ccccc1Cl	-6%
C#CC(C)(CC)NC(=O)c1cc2c(n(-c3ccc(Cl)cc3)c1=O)CC(C)(C)CC2=O (stereo unspecified)	4%
O=C(Nc1ccc(F)cc1)N1CCN(c2ccc3nnc(-c4ccc(F)cc4)n3n2)CC1	2%
COc1ccccc1N1CCN(C(=O)C(C)NC(=O)c2cccc([N+](=O)[O-])c2)CC1 (stereo unspecified)	-4%

Continuation:
SMILES	aSyn tox rescue
COc1ccc(OCc2ccc(-c3nc(C#N)c(NCc4cccnc4)o3)o2)cc1	-9%
Cc1cccc(NC(=O)Cc2ccc(NC3=NC4CS(=O)(=O)CC4S3)cc2)c1 (stereo unspecified)	7%
N#CCC(=O)Nc1ccc(C(=O)OCC(=O)Nc2cc(-c3ccccc3)nn2-c2ccccc2)cc1	9%
CCOC(=O)C1CCCN(c2ncnc3c2cnn3-c2ccc(C)c(Cl)c2)C1 (stereo unspecified)	4%
O=C(C1CCCN(S(=O)(=O)c2cccc3nsnc23)C1)N1CCN(c2cccc(Cl)c2)CC1 (stereo unspecified)	6%
CCN=C1SC(C(=O)Nc2ccc(OC)cc2)CC(=O)N1CC (stereo unspecified)	7%
COc1cccc(C(=O)NC2=NC(c3ccccc3F)CC(=O)N2)c1 (stereo unspecified)	-3%
Cc1csc2nc(CNS(=O)(=O)c3ccc4c(c3)OCCO4)cn12	0%
COc1ccc(-c2onc(C)c2C)cc1S(=O)(=O)Nc1cc(Cl)ccc1C	1%
